Compound activity deposited in PubChem by several laboratories.
GPR55 antagonists: GPR55 antagonists blocking LPI-driven arrestin recruitment, primary screen, imaging, U2OS, beta-arrestin-GFP, LPI agonist (AID 2013) | G-protein coupled receptor 55 (Homo sapiens) | U2OS GPR55 beta-arrestin-GFP translocation imaging, LPI antagonism; higher % means a stronger effect | one-dose inhibition, % at 10 µM; IC50 in µM for titrated hits | actives 0.13% (n = 290,000);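 active = spots per cell inhibited over 60%, with over 100 cells counted and total cytoplasm intensity under 500,000; inconclusive = wells with under 100 cells, flagged as likely toxic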;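 also: U2OS cells stably carrying GPR55 and arrestin-GFP stimulated by 5 µM LPI near EC80; imaged beta-arrestin-GFP aggregate spots per cell after agonist stimulation; plate controls were LPI-stimulated DMSO wells for no effect and DMSO wells without LPI for full effect; some results filed as inactive read as strong as hits; confirmed hits need IC50 under 10 µM and bright autofluorescent wells are also inconclusive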
GPR35 antagonists: GPR35 antagonists blocking zaprinast-driven arrestin recruitment, primary screen, imaging, U2OS, beta-arrestin-GFP, zaprinast agonist (AID 2058) | G-protein coupled receptor 35 (Homo sapiens) | actives 0.052% (n = 290,000) | U2OS GPR35 beta-arrestin-GFP translocation imaging, zaprinast antagonism; higher % means a stronger effect | inhibition, % at 10 µM; hits with a dose series show IC50 in µM;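 active = inhibition of at least 50% with at least 30 cells and total cytoplasm GFP at most 10,000,000; inconclusive = under 30 cells or total GFP of 10,000,000 plus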
NS5 inhibitors: Dengue-2 NS5 methyltransferase inhibitors, primary screen, biochemical, confirmation dose response (AID 588689). Genome polyprotein (Dengue virus type 2 (strain 16681-PDK53)). Dengue-2 NS5 methyltransferase capping enzyme assay, biochemical; higher % means a stronger effect. one-dose inhibition, % at 25 µM; IC50 in µM for titrated hits. actives 0.3% (n = 340,000); in the data active = a potency from the dose series; inconclusive = inhibition above about 29% without an active follow-up result
KOR beta-arrestin-1: KOR antagonists, beta-arrestin recruitment, cell-based, luminescence, uHTS (AID 1778); one-dose inhibition, % at 10 µM; IC50 in µM for titrated hits; actives 0.091% (n = 290,000); KOR beta-arrestin recruitment, luminescence, antagonist mode; higher % means a stronger effect; in the data active = inhibition above about 50%; also: strong numbers were not always called active
West Nile virus CPE: West Nile virus antiviral activity, cell-based, CPE readout (AID 1621) | actives 0.02% (n = 290,000) | one-dose CPE inhibition, % at 10 µM; IC50 in µM for titrated hits | West Nile virus-infected cells, CPE inhibition; higher % means a stronger effect; in the data active = a potency from the dose series; inconclusive = CPE inhibition mostly from about 3.7% at the one dose, without a potency; inactive = the rest, 99 in 100 with CPE inhibition below about 2.2%; also: strong numbers were not always called active
NOD1 inhibition: NOD1 signaling inhibitors, primary screen, cell-based, luminescence, uHTS (AID 1578) | NOD1-driven NF-kB luciferase reporter cells, luminescence; higher % means a stronger effect | inhibition, % at 4 µM, or EC50 in µM where a hit was titrated | actives 1% (n = 290,000); in the data active = inhibition mostly above about 36%, no sharp cut-off; inactive = mostly below about 34%;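 also: HEK-293T reporter cells stimulated with the NOD1 agonist gamma-tri-DAP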
KOR beta-arrestin-2: KOR agonists, beta-arrestin recruitment, primary screen, cell-based, luminescence, uHTS (AID 1777); KOR beta-arrestin recruitment, luminescence; higher % means a stronger effect; actives 0.02% (n = 280,000); one-dose activation, % at 10 µM; EC50 in µM for titrated hits; Kappa-type opioid receptor (Homo sapiens); in the data active = activation above about 50%, passing the limit was not always enough; also: a part of the inactive calls stands beside numbers as strong as those of hits
HIV fusion peptide: inhibitors of HIV fusion peptide binding, primary screen, biochemical, uHTS, fluorescence dequenching (AID 1986); cell-free peptide binding, fluorescence dequenching, 30 min; higher % means a stronger effect; one-dose inhibition, % at 20 µM; IC50 in µM for titrated hits; actives 0.3% (n = 290,000); in the data active = inhibition mostly above about 52%, no sharp cut-off; inactive = mostly below about 76%; also: some results filed as inactive read as strong as hits
GPR55 beta-arrestin: GPR55 agonists via beta-arrestin recruitment, primary screen, imaging, U2OS cells, beta-arrestin-GFP redistribution (AID 1961); G-protein coupled receptor 55 (Homo sapiens); U2OS GPR55 beta-arrestin-GFP redistribution imaging; higher % means a stronger effect; one-dose activation, % at 10 µM; EC50 in µM for titrated hits; actives 0.048% (n = 290,000);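 active = activation above 40% with more than 50 cells counted in the well; inconclusive = wells holding fewer than 50 cells, flagged as toxic or sparse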;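 also: U2OS osteosarcoma cells stably expressing GPR55 and beta-arrestin-GFP; plate controls were DMSO negative control for no effect and LPI positive control for full effect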
Numbers without * were called inactive; ? = inconclusive; / = not tested or not shown; & = joins results of further samples; [ ] = another dose, or the depositor's remark.

SMILES	West Nile virus CPE	NOD1 inhibition	HIV fusion peptide	GPR55 antagonists	KOR beta-arrestin-2	NS5 inhibitors	KOR beta-arrestin-1	GPR55 beta-arrestin	GPR35 antagonists
CC(OC(=O)c1cc(=O)[nH]c2ccccc12)C(=O)c1ccccc1 (stereo unspecified)	0.8%	-50%	-2.1%	-1%	-7.1%	/	9%[20 µM]	-0.1%	17%
CN1/C(=C\C(=O)c2cccs2)Sc2ccccc21	0.0%	-136%	-2.8%	19%	0.7%	-7%	-12%	0.0%	2%
O=C(CSc1ccccn1)Nc1ccc(Cl)cn1	?	-13%	-1.3%	-1%	-4.8%	-5%	0%	-0.1%	16%
COc1ccc([N+](=O)[O-])cc1NC(=O)CSCc1ccccc1	-0.9%	-14%	0.5%	-3%	-3.7%	1%	-20%	-0.3%	-3%
C=CCN1C(=O)c2ccc(C(=O)N(C)CC(=O)Nc3ccccc3Br)cc2C1=O	-0.1%	-34%	-0.7%	21%	-4.4%	-1%	20%	-0.1%	8%
Cc1ccc(S(=O)(=O)NCCc2cc3ccc(C)c(C)c3[nH]c2=O)cc1	0.2%	-5%	-1.0%	2%	1.9%	1%	-28%	0.0%	-5%
CC(C)c1ccc(N2C(=O)CC(NNC(=O)c3cccnc3)C2=O)cc1 (stereo unspecified)	0.2%	0%	-1.6%	2%	1.5%	-1%	18%	-0.1%	11%
CC(C)c1nc(SCC(=O)NC2CCCC2)c2c(=O)n(C)c(=O)n(C)c2n1	-0.8%	7%	-2.5%	2%	2.9%	-3%	-8%	0.8%	-13%
COc1ccc(Nc2nc(C)nc3c2oc2ccccc23)cc1	-0.8%	-12%	1.4%	0%	3.1%	-6%	3%	-0.1%	-12%
Cc1ccc(N2CCN(C(=O)NC3CCCCC3)CC2C)cc1 (stereo unspecified)	-0.5%	-1%	-0.6%	10%	-0.2%	3%	27%	0.7%	19%
COCCNC(=O)CN(C(=O)CCC(=O)Nc1ccccn1)c1ccc(F)cc1	0.0%	-6%	-1.9%	-1%	0.2%	-5%	-4%	-0.3%	5%
CS(=O)(=O)Nc1ccc(-c2cn3cccnc3n2)cc1	-0.2%	-1%	-0.8%	8%	-4.1%	-6%	0%	0.0%	-8%
O=C(O)c1ccc(-n2nc(C(F)(F)F)c3c2CCCC3)cc1	1.8%&0.6%	-2%&-2%	3.3%&5.5%	6%&8%	-2.0%&0.7%	-2%&2%	-24%[20 µM]	-0.1%&0.0%	-6%&3%
CC(=O)c1cccc(NC(=O)CN2C(=O)COc3ccc(Cl)cc32)c1	-0.7%	-25%	0.9%	0%	1.5%	-3%	-21%	-0.1%	-1%
COc1cccc(C2NC(=O)c3ccccc3O2)c1OCc1ccccc1F (stereo unspecified)	-0.3%	-7%	0.5%	5%	2.6%	-6%	-41%	0.0%	-16%
COc1ccc(C2CC(c3ccc(Cl)c(Cl)c3)Nc3nc(N)nn32)cc1 (stereo unspecified)	-0.7%	-24%	-1.8%	-6%	1.7%	7%	8%	-0.2%	0%
Cc1cccc2sc(NC(=O)c3cc(S(=O)(=O)N(C)C)ccc3N3CCCC3)nc12	1.3%	-28%	0.1%	7%	-1.1%	-8%	-7%[20 µM]	-0.1%	-13%
CCN(CC)S(=O)(=O)c1ccc(Cl)c(NC(=O)COC(=O)/C=C/c2ccc(O)c(OC)c2)c1	-0.7%	3%	-1.0%	4%	8.1%	-5%	-38%	-0.2%	-5%
COc1ccc(C)cc1S(=O)(=O)N(C)CC(=O)N1CCN(C)CC1	-0.6%	-21%	0.3%	?	-4.6%	-1%	-40%	-0.1%	8%
COCCn1cnnc1SCC(=O)Nc1ccc(Br)cc1F	-0.5%	-22%	-0.6%	7%	-4.4%	4%	6%	-0.3%	8%
O=C1CSC(=S)N1/N=C/c1ccc2c(c1)OCCO2	-0.3%	-5%	2.8%	11%	-2.0%	-7%	3%	-0.1%	14%
CN(C)C=NC1=NN(c2cccc(C(F)(F)F)c2)CC1	-0.1%	-22%	0.6%	6%	-3.3%	-13%	1%	-0.2%	0%
Cc1ccnc(NC2(C(F)(F)F)N=C3SCCN3C2=O)c1 (stereo unspecified)	-0.1%	-7%	0.7%	2%	-2.6%	-10%	-15%	-0.2%	-3%
COc1ccc(/C=N/NC(=O)CCOc2ccccc2C)cc1OC	-0.3%	62%*	-1.8%	1%	1.3%	-5%	-42%	0.1%	-4%
CC(C)CNC(=O)CN1C(=O)NC(Cc2c[nH]c3ccccc23)C1=O (stereo unspecified)	0.5%	-19%	0.5%	-10%	-3.8%	-2%	-13%	0.2%	-12%
COC(=O)CC1C(=O)NC(C)=C1C(=O)OC (stereo unspecified)	0.1%	4%	-1.4%	-5%	-0.5%	/	12%	-0.1%	14%
CC(C)C[C@H](NC(=O)c1nc[nH]c1C(=O)NCC(=O)OCc1ccccc1)C(=O)OCc1ccccc1	-0.3%	13%	1.2%	-12%	0.2%	-8%	-161%[20 µM]	-0.2%	-12%
COc1ccc(-c2csc(NC(=O)Nc3ccccc3)n2)cc1	-0.8%	-5%	-0.6%	18%	-7.3%	-11%	-1%	-0.1%	0%
COc1ccc(CN(CCC#N)CCC2(c3ccccc3)CC(C)N(C)CC2C)cc1OC (stereo unspecified)	0.8%	6%	-1.0%	4%	3.5%	-4%	4%	0.3%	6%
CCOC(=O)c1ccc(NC(=O)N2CCCCCC2)cc1	0.0%	-58%	-2.3%	-4%	5.7%	4%	-22%	0.3%	14%

By substructure: the entries above containing bromine
SMILES	West Nile virus CPE	NOD1 inhibition	HIV fusion peptide	GPR55 antagonists	KOR beta-arrestin-2	NS5 inhibitors	KOR beta-arrestin-1	GPR55 beta-arrestin	GPR35 antagonists
C=CCN1C(=O)c2ccc(C(=O)N(C)CC(=O)Nc3ccccc3Br)cc2C1=O	-0.1%	-34%	-0.7%	21%	-4.4%	-1%	20%	-0.1%	8%
COCCn1cnnc1SCC(=O)Nc1ccc(Br)cc1F	-0.5%	-22%	-0.6%	7%	-4.4%	4%	6%	-0.3%	8%

Continued.
SMILES	West Nile virus CPE	NOD1 inhibition	HIV fusion peptide	GPR55 antagonists	KOR beta-arrestin-2	NS5 inhibitors	KOR beta-arrestin-1	GPR55 beta-arrestin	GPR35 antagonists
CCOC(=O)c1c(NC(=O)COC(=O)c2ccc(O)cc2)sc(C(=O)N(C)C)c1C	0.1%	-12%	4.1%	-8%	-6.3%	-10%	24%	0.2%	11%
Cn1c(SCC(=O)N2CCOCC2)nc2c(c1=O)SCC2	-0.1%	24%	-1.9%	-15%	-6.8%	7%	42%	0.0%	24%
CCC(=O)Nc1nnc(Sc2ccc(N(C)C)cc2)s1	/	-9%	-2.4%	10%	-3.4%	-8%	8%	-0.1%	21%
CC(=O)Nc1ccc(S(=O)(=O)N2CCN(C(=O)CCC3CCCC3)CC2)cc1	-0.3%	6%	2.5%	6%	-1.9%	-5%	-7%	-0.1%	-3%
CC1=C(C(=O)Nc2ccccc2)C2(CCCCC2)C(C#N)=C(S)N1	0.1%	-13%	-1.3%	4%	-1.1%	-25%	-81%	-0.1%	8%
CCc1nc(SCC(=O)NCCc2ccc(OC)c(OC)c2)c2c(=O)n(C)c(=O)n(C)c2n1	-0.4%	-12%	1.3%	4%	-1.5%	-1%	-30%	-0.1%	-2%
Cc1cc(-c2ccccc2)nc(N2CCC(C(=O)NC(C)C)CC2)n1	0.3%	7%	-2.5%	10%	2.3%	1%	4%	0.6%	3%
COc1cc(CN2CCN(c3ccc(C)cc3)CC2)cc([N+](=O)[O-])c1O	0.4%	-18%	0.6%	14%	4.6%	/	9%	0.0%	15%
CCCCC(=O)N1CCN(c2nc3ccc(F)cc3s2)CC1	0.2%	15%	1.4%	-6%	7.5%	-7%	-24%	-0.1%	7%
Cc1ccc(NC(=O)c2cc3c(CO)cnc(C)c3oc2=Nc2cccc(C(N)=O)c2)cc1	2.4%	-14%	2.4%	7%	-3.4%	-7%	-15%	0.0%	4%
CCCNC(=S)N1CCC(C(=O)c2ccc3c(c2)OCCO3)CC1	-1.5%	3%	3.0%	-1%	2.9%	-12%	-5%	0.5%	13%
O=C(COCC(=O)NCc1ccccc1)NCc1ccccc1	0.0%	-12%	-0.1%	2%	0.9%	-3%	-26%	1.2%	-12%
CC1Cc2ccccc2N1C(=S)NC(=O)c1ccc(Cl)cc1Cl (stereo unspecified)	0.4%	-1%	7.1%	3%	-5.6%	-2%	-13%	0.8%	-13%
Cc1cccc(-c2nnc(SCC(=O)N3CCOCC3)o2)c1	-1.0%	-56%	-1.5%	12%	-4.2%	-4%	16%	-0.1%	-2%
COc1ccc(CN(CC(=O)NCC2CCCO2)C(=O)CCC(=O)Nc2cc(C)on2)cc1 (stereo unspecified)	0.1%	-7%	-0.2%	2%	0.1%	2%	-50%	-0.2%	-11%
CCn1c(Cc2ccc(OC)cc2)nnc1SCc1nc2ccccc2c(=O)[nH]1	-0.2%	-38%	-0.5%	-11%	-1.8%	2%	-10%	0.2%	-34%
O=C(COc1ccc(Br)cc1F)N1CCN(c2ncccn2)CC1	-0.3%	-30%	1.3%	9%	-3.6%	1%	-24%	-0.4%	-1%
COc1ccc(CCNC(=O)c2ccccc2NC(=O)C2=C(C)OCCS2)cc1OC	0.2%	32%	-2.4%	-4%	-3.4%	-4%	33%	-0.2%	5%
Cc1ccccc1C(=O)Oc1ccccc1N1C(=O)C2CC=CCC2C1=O (stereo unspecified)	-0.7%	-40%	0.5%	-1%	0.5%	-5%	-12%	-0.2%	-1%
CCOc1cc(-c2ccc(N)c(OCC)c2)ccc1N	0.9%	1%	1.4%	-1%	-4.6%	?	-15%	-0.1%	-4%
CCOC(=O)NC(Nc1ccc(OC)cc1)(C(F)(F)F)C(F)(F)F	0.7%	-25%	2.4%	1%	-3.5%	-3%	24%	-0.2%	8%
CCOC(=O)Nc1ccc2c(CN(C)Cc3ccc(F)cc3)cc(=O)oc2c1	0.6%	2%	1.0%	-3%	3.6%	-14%	11%	-0.1%	-6%
CSc1cc(-c2ccccc2)n(C)c(=O)c1C#N	0.0%	-36%	-0.2%	-4%	3.0%	4%	-10%	0.5%	8%
Cc1cccc(NC(=O)Cn2c(/C=C/c3ccccc3)nc3ccccc32)c1	-0.8%	-34%	1.4%	10%	/	-7%	/	-0.2%	16%

Some of the compounds tested; rates above refer to the full screens.
